Assay outcomes from PubChem BioAssay.
Pf growth 48h – inhibits P. falciparum growth in the first generation, 48 h. P. falciparum luciferase growth in erythrocytes, 48 h. AID 504832. Potency, µM (titrated, usually from 28.7 µM), without a hit: top-dose activity change, negative = inhibition, hits mostly inhibitors. hit rate 5.9% among 310,000; also: potency is read from the fitted curve at half-maximal effect; % is scaled to controls: 0 for no effect and ±100 for the full control effect
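Growth was read as firefly luciferase luminescence after a 48 h, 37 C, 5% CO2 exposure of compounds to reporter-bearing P. falciparum cultures (0.1% parasitemia, 2% hematocrit final) in Albumax-supplemented RPMI 1640.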
Pf growth 96h – inhibits malaria parasite growth, 96 h. Potency, µM (top dose mostly 28.7 µM), for inactives: at the highest dose activity change, negative = inhibition, most hits filed as inhibitors. P. falciparum luciferase reporter growth, 96 h. hit rate 6.9% among 320,000; also: potency is read from the fitted curve at half-maximal effect; % is scaled to controls: 0 for no effect and ±100 for the full control effect
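P. falciparum expressing integrated firefly luciferase grown in erythrocytes (2% hematocrit, 0.05% parasitemia final) with compounds for 96 hours at 37 C, 5% CO2. Growth inhibition read as loss of luminescence after adding luciferase detection reagent.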
LmPK inhibitor – blocks Leishmania mexicana pyruvate kinase activity | Q27686 | purified LmPK, Kinase-Glo ATP luminescence, 1 h | Potency, µM (series often up to 57.5 µM), without a hit: at the highest dose activity change, negative = inhibition, usual class: inhibitors | hit rate 0.37% among 290,000; also: potency is read from the fitted curve at half-maximal effect; % is scaled to controls: 0 for no effect and ±100 for the full control effect
Target sequence (Q27686 whole entry, looked up): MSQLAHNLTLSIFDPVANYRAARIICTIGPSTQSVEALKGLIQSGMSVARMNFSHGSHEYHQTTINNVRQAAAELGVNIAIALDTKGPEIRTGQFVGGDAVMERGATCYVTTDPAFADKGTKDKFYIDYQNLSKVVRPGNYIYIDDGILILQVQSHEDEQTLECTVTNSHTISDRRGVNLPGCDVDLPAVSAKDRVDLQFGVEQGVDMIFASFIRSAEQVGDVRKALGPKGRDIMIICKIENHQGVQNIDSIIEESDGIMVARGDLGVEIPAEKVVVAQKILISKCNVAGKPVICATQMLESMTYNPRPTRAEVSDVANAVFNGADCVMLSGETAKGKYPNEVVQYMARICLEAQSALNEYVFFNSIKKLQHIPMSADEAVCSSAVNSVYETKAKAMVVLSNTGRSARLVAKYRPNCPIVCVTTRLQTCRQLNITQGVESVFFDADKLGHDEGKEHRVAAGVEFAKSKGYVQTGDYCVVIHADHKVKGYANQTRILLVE
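Kinase-Glo luminescence read after 1 h RT reaction of 0.1 nM LmPK with 0.5 mM PEP and 0.1 mM ADP. Activity scaled between uninhibited and enzyme-free controls.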
AMA1 RON2 block – disrupts binding of P. falciparum AMA1 to RON2; AlphaScreen AMA1-biotinylated RON2 peptide binding; Potency, µM (series often up to 58.2 µM), for inactives: at the top dose activity change, negative = inhibition, actives largely listed as inhibitors; hit rate 0.2% among 360,000;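 also: potency is read from the fitted curve at half-maximal effect; 0% = vehicle wells and -100% = peptide control; nearly all actives have a fitted effect of over 45% in size; some results filed as inactive show a strong effect at the top dose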
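AMA1 (3D7) with his tag at 25 nM final met compounds first, then biotinylated RON2 peptide at 25 nM; detection used donor plus acceptor beads, 10 µg/mL apiece, read by AlphaScreen after 30 min at room temperature.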
Shiga toxin inh – Shiga toxin inhibition; Vero cells, Shiga toxin protein synthesis inhibition reporter; inhibition, % at 38.7 µM; hit rate 9.2% among 290,000; in the data active = inhibition mostly above about 28%, no sharp cut-off; inactive = mostly below about 43%; also: 0% is about no effect
Tb PYK inh – blocks Trypanosoma brucei pyruvate kinase | Q57TT1 | TbPYK enzyme, Kinase-Glo Plus ATP luminescence, 45 min | Potency, µM (titrated, usually from 76.8 µM), for inactives: top-dose activity, negative = inhibition, hits mostly inhibitors | hit rate 0.12% among 410,000 | AID 624173; also: potency is read from the fitted curve at half-maximal effect; % is scaled to controls: 0 for no effect and ±100 for the full control effect; nearly all actives have a fitted effect of over 50% in size
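Glycolytic pyruvate kinase of T. brucei was incubated with substrate, test compound and 130 uM ADP for 45 minutes at room temperature. Luminescent Kinase-Glo Plus signal was measured after 10 minutes.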
CHX counter – counter-screen for Shiga toxin inhibitors: cycloheximide protein synthesis inhibition. cell reporter, cycloheximide protein synthesis inhibition counterscreen. max response, %. hit rate 12% among 300,000; in the data active = max response mostly above about 13%, no sharp cut-off; inactive = mostly below about 14%; also: read at 38.3 µM for the half of the compounds with a filed dose; 0% is about no effect
Numbers without * were called inactive; ? = inconclusive; / = not tested or not shown; & = joins results of further samples; [ ] = dose if it differs, or a comment. Unless noted, calls follow the shape of the dose curve; as a rule, active = well fitted curve in the direction sought with a large enough effect; inconclusive = small, poorly fitted or top-dose-only effect, or another doubt; inactive = no such curve, though single readings can be large; an effect the other way counts as inactive or inconclusive. Rows are unselected (roughly 21% active in at least one column).

SMILES	Pf growth 48h	Pf growth 96h	LmPK inhibitor	AMA1 RON2 block	Shiga toxin inh	Tb PYK inh	CHX counter
CCN(CC)S(=O)(=O)c1ccc(NC(=O)CC(NC(C)=O)c2ccccc2)cc1 (centres undefined)	-20%	/	6%	0%	-9	-5%	-7
O=C(c1ccccc1NS(=O)(=O)c1cccs1)N1CCOCC1	1%	/	-8%	-9%	-2	12%	-1
CC(=O)c1cccc(-n2nnnc2SCC(=O)N2CCCC2)c1	-4%	15%	-1%	0%	-9	3%	2
O=C1CN(C(=O)c2ccc(F)c(S(=O)(=O)N3CCOCC3)c2)c2ccccc2N1	-2%	-9%	5%	14%	-18	0%	-3
COc1cc(C(N)=O)cc(Br)c1OCc1ccccc1	16%	-5%	6%	-2%	2	3%	-2
c1ccc(Cn2ncc3c(Nc4ccccc4)ncnc32)cc1	?	-25%	11%	20%	23	6%	-3
COc1ccc(/C=C/C(=O)N2CCN(S(=O)(=O)c3ccccc3)CC2)cc1OC	-6%	?	0%	-4%	-13	3%	-8
Cn1c(C(=O)N[C@@H](Cc2ccccc2)C(=O)O)cc2cc(F)ccc21	19%	51%[activator]	-5%	-2%	-3	28%	-1
O=C(O)c1ccc(-n2nc(C(F)(F)F)c3c2CCCC3)cc1	15%	?	-1%&4%	-1%&-11%	2&2	2%&4%	-1&3
COc1ccc(OCC(=O)Nn2c(-c3ccc(C)cc3)nc3ccccc3c2=O)cc1	27%	-7%	0%	8%	-19	-7%	-4
Nc1nonc1-n1nnc(C(=O)N/N=C/c2ccc(OCc3cccc(Cl)c3)cc2)c1CN1CCCCC1	1%	11%	-1%	15%	33	-19%	27*
Cc1ccc(S(=O)(=O)N(C)CC(=O)NC2CC(C)(C)NC(C)(C)C2)cc1	4%	73%[activator]	-1%	0%	2	-22%	-1
CCNc1ccc(S(=O)(=O)N(C)C)cc1NCC(=O)Nc1ccc(Br)cc1F	-14%	?	8%	-4%	12	-18%	-4
O=C1CN(S(=O)(=O)c2ccc(Cl)cc2)c2ccccc2N1	1%	32%[activator]	-1%	-1%	-8	-4%	1
CC(O)CNc1ncnc2cc(-c3ccc(F)cc3)sc12 (centres undefined)	41%[activator]	-14%	1%	16%	79*	3%	15*
CCOC(=O)CNC(=O)N1CCCC(C(=O)c2ccc3c(c2)OCO3)C1 (centres undefined)	2%	12µM*	-8%	-5%	-18	0%	2
C=COCCNC(=S)N1CCOCCOCCN(C(=S)NCCOC=C)CCOCC1	?	12%	4%	-2%	8	1%	-11
O=c1c2ccccc2oc2nc(-c3ccco3)n(-c3ccccc3)c(=O)c12	213%[activator]	153%[activator]	-2%	-19%	-51	4%	10
C/C(Cc1ccccc1)=N\NC(=O)CNC(=O)c1cccc(Cl)c1	22%	-1%	4%	10%	-4	-8%	0
O=C(NCC1CCN(C(=O)c2cccc([N+](=O)[O-])c2)CC1)c1cccc([N+](=O)[O-])c1	-23%	35%	9%	0%	-7	9%	-1
CCN1C(=O)c2ccccc2S(=O)(=O)c2ccc(C(=O)NCCOC)cc21	-25%	1%	0%	-8%	2	-4%	-1
Cc1ccc2nc(SCC(=O)NCc3ccc(F)cc3)[nH]c2c1	-14%	1%	1%	4%	37	2%	7
CCC(CC)NC(=O)COC(=O)c1ccc(NS(=O)(=O)c2ccc3c(c2)OCCO3)cc1	-4%	/	8%	-2%	-21	2%	3
CCCC(C)C(=O)Nc1ccc2c(c1)OCCO2 (centres undefined)	74%[activator]	-5%	-2%	4%	86*	10%	50*

Pulled by structure from the list above, six records:
SMILES	Pf growth 48h	Pf growth 96h	LmPK inhibitor	AMA1 RON2 block	Shiga toxin inh	Tb PYK inh	CHX counter
O=C(NCC1CCN(C(=O)c2cccc([N+](=O)[O-])c2)CC1)c1cccc([N+](=O)[O-])c1	-23%	35%	9%	0%	-7	9%	-1
CC(O)CNc1ncnc2cc(-c3ccc(F)cc3)sc12 (centres undefined)	41%[activator]	-14%	1%	16%	79*	3%	15*
C/C(Cc1ccccc1)=N\NC(=O)CNC(=O)c1cccc(Cl)c1	22%	-1%	4%	10%	-4	-8%	0
CCN1C(=O)c2ccccc2S(=O)(=O)c2ccc(C(=O)NCCOC)cc21	-25%	1%	0%	-8%	2	-4%	-1
CCC(CC)NC(=O)COC(=O)c1ccc(NS(=O)(=O)c2ccc3c(c2)OCCO3)cc1	-4%	/	8%	-2%	-21	2%	3
O=C1CN(S(=O)(=O)c2ccc(Cl)cc2)c2ccccc2N1	1%	32%[activator]	-1%	-1%	-8	-4%	1

Additional entries.
SMILES	Pf growth 48h	Pf growth 96h	LmPK inhibitor	AMA1 RON2 block	Shiga toxin inh	Tb PYK inh	CHX counter
Cc1nc2c(Cl)cccc2c2c1CC(CBr)O2 (centres undefined)	?	?	4%	6%	4	7%	-5
COc1cc(C(=O)OCCNC(=O)c2ccccc2)cc(OC)c1OC	/	-44%	2%	-3%	-12	0%	-3
COc1ccc(S(=O)(=O)NCc2ccncc2)cc1NC(=O)c1ccccc1	-7%	?	/	-18%	/	1%	/
CC(C)c1nnc(SCC(=O)NC2CCCCC2)n1C	11%	?	2%	-4%	-6	-1%	-1
Cn1cnc([N+](=O)[O-])c1Oc1ccc2ccccc2c1	-4%	-26%	-7%	-26%	-3	0%	-2
CCCn1c(SCC(N)=O)nc2c(c1=O)C1(CCCC1)Cc1ccccc1-2	36%[activator]	47%[activator]	1%	10%	-1	0%	-4
COC(=O)N/N=C(\C)c1cccs1	0%	11%	4%	-6%	17	-4%	11*
Cc1csc(NC(=O)c2cc([N+](=O)[O-])cc([N+](=O)[O-])c2)n1	-28%	?	-1%	-17%	11	5%	1
O=c1c(-c2ccccc2Cl)c[nH]n1-c1ccccc1	/	?	1%	-8%	9	-7%	8
C[C@@H]1C[C@@H]2O[C@H]2/C=C\C=C\C(=O)Cc2c(Cl)c(O)cc(O)c2C(=O)O1	?	77%[activator]	11%	-2%	5	-19%	8.2*
Cc1ccc(NC2=C(Cl)C(=O)OC2NC(=O)c2ccccc2)cc1 (centres undefined)	?	1µM*	7%	-10%	11	2%	-6
CS(=O)(=O)Nc1ccc(C(=O)N2CC(=O)Nc3ccccc32)cc1	8%	?	-1%	7%	-3	-4%	-2

Of the compounds above, 6 contain fluorine:
SMILES	Pf growth 48h	Pf growth 96h	LmPK inhibitor	AMA1 RON2 block	Shiga toxin inh	Tb PYK inh	CHX counter
O=C1CN(C(=O)c2ccc(F)c(S(=O)(=O)N3CCOCC3)c2)c2ccccc2N1	-2%	-9%	5%	14%	-18	0%	-3
Cn1c(C(=O)N[C@@H](Cc2ccccc2)C(=O)O)cc2cc(F)ccc21	19%	51%[activator]	-5%	-2%	-3	28%	-1
O=C(O)c1ccc(-n2nc(C(F)(F)F)c3c2CCCC3)cc1	15%	?	-1%&4%	-1%&-11%	2&2	2%&4%	-1&3
CCNc1ccc(S(=O)(=O)N(C)C)cc1NCC(=O)Nc1ccc(Br)cc1F	-14%	?	8%	-4%	12	-18%	-4
CC(O)CNc1ncnc2cc(-c3ccc(F)cc3)sc12 (centres undefined)	41%[activator]	-14%	1%	16%	79*	3%	15*
Cc1ccc2nc(SCC(=O)NCc3ccc(F)cc3)[nH]c2c1	-14%	1%	1%	4%	37	2%	7

Further entries
SMILES	Pf growth 48h	Pf growth 96h	LmPK inhibitor	AMA1 RON2 block	Shiga toxin inh	Tb PYK inh	CHX counter
CSCCC(NC(=O)COc1ccccc1)C(=O)N(C)Cc1ccc(SC)cc1 (centres undefined)	?	?	/	-2%	/	6%	/
CN1CC(C(=O)Nc2ccc(F)c(Cl)c2)CC1=O (centres undefined)	21%	-23%	2%	-2%	3	2%	-4
CCC(=O)O[C@@H]1[C@@H](OC(C)=O)[C@@]2(O)C(C[C@H](O)C2(C)C)[C@](C)(O)[C@H]2CC[C@@H]3[C@@H](O)[C@]12C[C@@]3(C)O (some centres undefined)	-2%	11%	0%	-1%	-8	3%	-3
Cc1ccc2nc(SCC(=O)NCCc3ccccc3)nc(=O)n2c1	?	4%	/	6%	/	0%	/
COc1ccc(-n2c(=S)[nH]c(=O)c3cccnc32)cc1	-1%	-10%	2%	-1%	-6	-14%	-1
O=C(/C=C/c1cccs1)Nc1nc(-c2ccccc2)cs1	?	-29%	2%	4%	63*	-1%	40*
O=C(NCCn1cc(SCc2ccc(F)cc2)c2ccccc21)c1c(F)cccc1F	?	?	9%	7%	25	1%&-4%	14*
COc1ccc2c(c1)CC1c3c(cc4c(c3-2)OCO4)CC[N+]1(C)[O-] (centres undefined)	58%[activator]	?	-6%	-7%	-5	-3%	-3
CCC(=O)Nc1nc(C)c(Oc2ccccc2)c(=O)[nH]1	12%	-3%	-2%	-1%	-17	-3%	-7
Cc1ccc(C(=O)N/C(=C/c2cccnc2)C(=O)N2CCCCCC2)cc1	?	?	-1%	5%	-13	0%	-2
Cc1ccc(/C=N/NC(=O)c2ccco2)s1	85%[activator]	154%[activator]	-17%	14%	71*	-27%	53*
COc1ccc(CN2CCCCC2C(=O)Nc2ccc(OC)c(OCC(C)C)c2)cc1OC (centres undefined)	-7%	2%	0%	-26%	-4	3%	-1
NS(=O)(=O)c1ccc(NC(=O)N2c3ccccc3Sc3ccccc32)cc1	?	2.3µM*	5%	-6%	-10	0%	-2
CC(C)[C@H](NC(=O)[C@@H]1CSC2c3ccccc3C(=O)N21)C(=O)NCc1ccco1 (some centres undefined)	-10%	8%	-2%	-9%	6	-1%	17
Oc1ccccc1-c1cc(-c2ccccc2Cl)[nH]n1	-30%	/	-28%	32%[activator]	101*	-3%	25*
CCn1c(COc2cccc3cccnc23)nnc1SC(F)F	6%	6%	-3%	30%[activator]	-15	0%	-1
O=C(CCSc1ccc(Cl)cc1)NCc1ccncc1	0%	-25%	0%	6%	9	3%	5
c1coc(C2Nc3cccc4cccc(c34)N2)c1	-21%	-1%	-14%	/	-5	/	-3
COc1ccc2c(c1)C(C)CC(C)(C)N2C(=O)CSc1ncn[nH]1 (centres undefined)	/	27%[5.75 µM]	8%	5%	-1	-7%	-1
Cc1cccc(N(C(=O)c2snc(C(N)=O)c2N)C(C(=O)NCC2CCCO2)c2c[nH]c3ccccc23)c1 (centres undefined)	?	44%[activator]	-4%	-17%	-7	-2%	-3
O=C1C=C(c2ccc(Oc3ccccc3)cc2)C[C@@H](c2ccc(F)cc2)C1	?	-16%	/	-4%	/	0%	/
O=C(NCCCCNC(=O)c1ccc(F)cc1)c1ccc(F)cc1	3%	2.6µM*	-3%	9%	-8	-1%	-4
CCC(C)NC(=O)C1CCN(S(=O)(=O)CC)CC1 (centres undefined)	-1%	/	2%	-2%	-7	-11%	5
CCC(=O)N1CCc2cc(Br)cc(S(=O)(=O)N3CCCCCC3)c21	2.9µM*	?	2%	-6%	11	5%	1
